BRCA1 expr act: BRCA1 expression activation; Potency, µM (top dose mostly 46.1 µM), inactives show top-dose activation, most hits filed as activators; MCF7-BRCA1-FFLuc reporter, luminescence, 48 h; response scale: scaled: vehicle 0%, 10 µM genistein 100%; AID 624202; 1.1% of 380,000 active; active means well fitted activation curve with a large enough effect; inconclusive means small, poorly fitted or top-dose-only effect; inactive means no such curve, though single readings can be large or run the other way; further: nearly all actives have a fitted effect of over 80% in size; some results filed as inactive show a strong effect at the top dose
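Using MCF7 cells harboring a BRCA1 firefly luciferase reporter, plated 2 h before compound pinning, the screen measured luminescence after 48 h incubation. Responses were normalized to DMSO and 10 microM genistein, then fitted for concentration-effect.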
An asterisk follows results filed as active; ? = inconclusive. Potency means the concentration at half of the fitted maximal effect.

Start of the data: the first 4 compounds, ahead of the listing:
SMILES	BRCA1 expr act
COc1ccc(-n2c(SCC(=O)Nc3cc(C)cc(C)c3)nc3c(oc4ccccc43)c2=O)cc1	-1.6%
CCc1nc2ccc(C(=O)N3CCN(C(=O)c4ccco4)CC3)cn2c1N(C)CCC(C)C	0.0%
COC(=O)c1cc(S(=O)(=O)N2CCN(c3cccc(C)c3)C(C)C2)cn1C (stereo not given)	-6.3%
O=C(C[n+]1cccc2cc(Cl)ccc21)c1cccc([N+](=O)[O-])c1	4.8%

Results (from the top)
SMILES	BRCA1 expr act
COc1ccc(-n2c(SCC(=O)Nc3cc(C)cc(C)c3)nc3c(oc4ccccc43)c2=O)cc1	-1.6%
CCc1nc2ccc(C(=O)N3CCN(C(=O)c4ccco4)CC3)cn2c1N(C)CCC(C)C	0.0%
COC(=O)c1cc(S(=O)(=O)N2CCN(c3cccc(C)c3)C(C)C2)cn1C (stereo not given)	-6.3%
O=C(C[n+]1cccc2cc(Cl)ccc21)c1cccc([N+](=O)[O-])c1	4.8%
Cc1cccc(-c2nc(C)c(CCNC(=O)C(=O)Nc3ccccc3C#N)s2)c1	0.0%
Cc1cccc(N2CCN(C(=O)Cn3ncc4c3-c3cc(C)ccc3OC4)CC2C)c1 (stereo not given)	-17.6%
CCNC(=O)C1CCCN(C(=O)c2cc(C)oc2C)CC1 (stereo not given)	-3.4%
O=C(Nc1cccc(Br)c1)Oc1cccc2cccnc12	-54.6%
CC(=O)C1=CCC(c2ccccc2F)N(S(=O)(=O)c2ccc(C)cc2)C1 (stereo not given)	-4.9%
COc1ccc(F)cc1-c1cc(C(=O)N2CCc3ccccc3C2)[nH]n1	33.9%
CCCCN(C=O)c1c(CC)nc2ccc(C(=O)NCCc3c[nH]c4ccccc34)cn12	-23.3%
COc1ccc(-n2c(Cc3ccccc3)nnc2SCc2nc(-c3cccs3)no2)cc1	-27.1%
CS(=O)(=O)Nc1ccc(F)cc1	19.1%
CCOC(=O)C1(C)C=C(Nc2ccc(Br)cc2)C(=O)N1c1ccccc1 (stereo not given)	5.8%
CC(=O)Nc1cc(-c2cccc(C(=O)NCCN(C)C)c2)cn2c(-c3ccc(F)c(Cl)c3)cnc12	-25.2%
Brc1ccc(C2C=Cc3ccccc32)cc1 (stereo not given)	8.6%
COc1ccc(-c2noc(CSc3nnc(Cc4ccccc4)n3-c3ccccc3)n2)cc1OC	-7.8%
O=C(OCCO)c1c(C2=CCCCC2)oc2c1C(OCCO)CCC2 (stereo not given)	3.4%
CC1(c2nnnn2-c2ccc3c(c2)OCCO3)CCC(=O)N1C1CC1 (stereo not given)	16.3%
CCOc1ccc(CCNC(=O)CSc2nnnn2-c2ccccc2)cc1OCC	3.6%
CCc1nc2ccc(C(=O)NCCOc3ccc(OC)cc3)cn2c1N(C)Cc1cccs1	-16.0%
CC(C)Oc1ccc(CN2CCC2(C)C(=O)Nc2cnc3ccccc3c2)cc1 (stereo not given)	-5.7%
CC(C)(C)C1CCc2nc(NC(=O)Cc3ccccc3)sc2C1 (stereo not given)	-0.3%
CCc1ccc2c(c1)NC(=O)C2(C)Cc1ccc(C(F)(F)F)o1 (stereo not given)	-5.0%
CC1=C(C(=O)Nc2ccc(Cl)cc2)C(CC(C)C)n2nc(SCc3ccccc3C)nc2N1 (stereo not given)	3.5%
CCCCCc1c(-c2ccc(Cl)cc2)ncn1CCc1ccccc1OC	-34.4%
CCCN1CNc2c(c(=O)[nH]c(=S)n2CCc2c(Cl)cccc2Cl)C1	-7.5%
CC1(C(=O)Nc2ccc3c(c2)OCCO3)CCN1C(=O)C1(c2ccc(Cl)cc2)CC1 (stereo not given)	-6.5%
Cc1ccc(C)c(N2CCN(C(=O)C3CCCN(S(=O)(=O)c4ccc5c(c4)oc(=O)n5C)C3)CC2)c1 (stereo not given)	-20.0%
COc1ccc(OC)c(NC(=O)Nc2nc(C(C)N)cs2)c1 (stereo not given)	-26.1%
COc1ccc(-c2nnn3c2nc(N2CCCC(C)C2)c2ccccc23)cc1 (stereo not given)	14.2%
CC(C)c1ccc(NC(=O)C2Cc3c(-c4ccccc4Oc4ccccc4)ccnc3O2)cc1 (stereo not given)	-17.6%
CC(=O)c1cccc(NC(=O)C2(C)Cc3c(-c4cccc(C(N)=O)c4)ccnc3O2)c1 (stereo not given)	-4.6%
Cc1ccc(OCC(=O)Nc2ccc(OCc3cc(=O)n4ccsc4n3)cc2)cc1C	0.0%
Cc1ccc(Nc2ncc(C(=O)N3CCN(c4cccc(Cl)c4)CC3)c3ccccc23)cc1Cl	-22.7%
Cc1cccc(NC(=O)CN(C)S(=O)(=O)c2ccc3c(c2)c(=O)n(C)c(=O)n3C)c1	2.1%
CC(=O)NCCNc1nc(NC(C)C)nc2ccsc12	18.8%
COc1ccc(OC)c(NC(=O)N(C)CCc2c(C)nn(C)c2C)c1	11.0%
CC1=C(C(N)=O)C(c2cccc(O)c2)n2ncnc2N1 (stereo not given)	5.1%
CC(C)c1cccc(-c2csc(C(O)c3ccco3)n2)c1 (stereo not given)	18.1%
COc1cccc(NC(=O)N2CCc3nc(Nc4ccc(C(C)C)cc4)ncc3C2)c1	-5.9%
Cc1cn(S(=O)(=O)c2ccc(F)c(Cl)c2)cn1	2.8%
COCCCNC(=O)c1csc([C@H]2C[C@H](O)[C@@H](CO)O2)n1	11.5%
COc1ccc(NC(=O)c2cc(-c3cc(Cl)ccc3C)n[nH]2)cc1OC	4.5%
COc1ccc(NC(=O)C2(C)Cc3c(-c4ccc(NC(C)=O)cc4)ccnc3O2)cc1OC (stereo not given)	15.7%
CCOC1=C2[C@H](c3ccccc3)N(S(=O)(=O)c3ccc(C)cc3)C(C(C)(C)C)[C@H]2C(C#N)(C#N)C(C#N)(C#N)C1 (stereo not given in full)	-16.1%
O=C(COC(=O)C12CC3CC(CC(Br)(C3)C1)C2)NCc1ccco1	9.3%
O=C(NCc1cccnc1)c1cc(C2CCCCN2C(=O)c2ccc(Cl)cc2)on1 (stereo not given)	11.0%

Part of the list above, reformatted.
smiles,BRCA1 expr act
COc1ccc(NC(=O)c2cc(-c3cc(Cl)ccc3C)n[nH]2)cc1OC,4.5%
O=C(COC(=O)C12CC3CC(CC(Br)(C3)C1)C2)NCc1ccco1,9.3%
COc1ccc(NC(=O)C2(C)Cc3c(-c4ccc(NC(C)=O)cc4)ccnc3O2)cc1OC (stereo not given),15.7%

Next records
SMILES	BRCA1 expr act
CCCCN(C=O)c1c(CC)nc2ccc(C(=O)NCc3ccc4c(c3)OCO4)cn12	21.8%
O=C1COc2cc(S(=O)(=O)CCC(=O)NC3CCCCC3)c(Cl)cc2N1	14.3%
CCCc1ccc(C(O)c2ncc(-c3ccc(OC)cc3)[nH]2)cc1 (stereo not given)	0.0%
Nc1nc2ccc(Cl)cc2cc1C(=O)NCCc1c[nH]c2ccccc12	-50.2%
NC(c1csc(Nc2ccc(C(F)(F)F)cn2)n1)C1CCCCC1 (stereo not given)	-74.0%
O=C(CSc1nc(=O)n(Cc2ccccn2)c2c1CCC2)Nc1cccc(Cl)c1	-9.1%
Cc1ccc(C)c(N2CCN(C(=O)Cn3ncc4c(=O)oc5ccccc5c43)CC2)c1	-15.1%
O=S(=O)(Nc1ccc(C(O)(C(F)(F)F)C(F)(F)F)cc1)c1ccc(Cl)c2nonc12	-75.9%
CC(C)(C)c1nc2ccc(Cl)cn2c1CC1CCCCC1	9.9%
CCCOc1ccc(-c2nn(-c3ccccc3)cc2C2NC(=O)NC(C)=C2C(=O)OC)cc1C (stereo not given)	3.6%
COc1ccccc1N1CCN(C(c2ccccc2)c2nnnn2Cc2ccccc2)CC1 (stereo not given)	-22.2%
O=C(NCCN1CCC(n2c(=O)[nH]c3ccccc32)CC1)c1cccc(Cl)c1	1.4%

Single entries from above.
O=C(NCCN1CCC(n2c(=O)[nH]c3ccccc32)CC1)c1cccc(Cl)c1 in BRCA1 expr act: 1.4%
Cc1ccc(C)c(N2CCN(C(=O)Cn3ncc4c(=O)oc5ccccc5c43)CC2)c1 in BRCA1 expr act: -15.1%
O=S(=O)(Nc1ccc(C(O)(C(F)(F)F)C(F)(F)F)cc1)c1ccc(Cl)c2nonc12 in BRCA1 expr act: -75.9%
CC(C)(C)c1nc2ccc(Cl)cn2c1CC1CCCCC1 in BRCA1 expr act: 9.9%
NC(c1csc(Nc2ccc(C(F)(F)F)cn2)n1)C1CCCCC1 (stereo not given) in BRCA1 expr act: -74.0%
COc1ccccc1N1CCN(C(c2ccccc2)c2nnnn2Cc2ccccc2)CC1 (stereo not given) in BRCA1 expr act: -22.2%
O=C(CSc1nc(=O)n(Cc2ccccn2)c2c1CCC2)Nc1cccc(Cl)c1 in BRCA1 expr act: -9.1%

New compounds follow.
SMILES	BRCA1 expr act
Cc1ccccc1C1CC(=O)Nc2ccc3ccccc3c21 (stereo not given)	-33.7%
CCOc1ccc(C2CC(=O)Nc3c2c(=O)[nH]c2ncnn32)cc1 (stereo not given)	18.9%
CCOC(=O)C1(C)CCCN(C(=O)c2ccccc2C(F)(F)F)C1 (stereo not given)	0.0%
CCCNC(=O)C1(C)CCCN(Cc2ccsc2)C1 (stereo not given)	-1.4%
COc1ccc(C(=O)ON=C(C)c2nccs2)cc1	12.0%
OC(c1ccc(Cl)c(F)c1)c1ncc(-c2ccc(Oc3ccccc3)cc2)[nH]1 (stereo not given)	-34.3%
Cc1ccc(N(CC(=O)Nc2ccc(OC(F)(F)F)cc2)S(=O)(=O)c2c(C)noc2C)cc1	-48.1%
CC(N)c1csc(Nc2ccc(C(=O)c3ccccc3)cc2)n1 (stereo not given)	7.5%
CC1(C(=O)Nc2cccc(C#N)c2)CCN1C(=O)Cc1ccc(-c2ccccc2)cc1 (stereo not given)	-29.7%
Fc1cccc(Cc2c(-c3ccco3)nc3c(Cl)cc(C(F)(F)F)cn23)c1	-27.8%
O=C(c1ccc2c(=O)n(Cc3ccco3)c(=S)[nH]c2c1)N1CCCC1	-11.9%
COCC(=O)N1C[C@H]2CON(C)[C@H]2C[C@H]1c1ccc(N2CCCCC2)cc1	6.2%
CCn1c(=O)n(-c2ccc(F)c(Cl)c2)c(=O)c2sc3ccccc3c21	11.9%
CC(=O)c1ccc(NC(=O)CCc2c(C)nc3c(c2C)c(=O)n(C)c(=O)n3C)cc1	14.6%
Cc1c(C(=O)NCc2ccccc2C(F)(F)F)sc(=O)n1Cc1ccc2ccccc2c1	-3.9%
COc1cccc(CNc2nc(NC(C)C)nc3ccsc23)c1	-10.0%
CCNC(=O)C1(C)CCN1CCC(=O)c1ccc(C)cc1 (stereo not given)	-7.4%
COCCNc1nc(NCc2ccc(C(C)C)cc2)c2sccc2n1	-41.2%
COc1ccccc1Cc1c(-c2ccc(Cl)cc2)nc2c(Cl)cc(C(F)(F)F)cn12	-6.7%
CCC1CCCCN1CCCNC(=O)c1cc2c(=O)n(CC)c3ccccc3c2s1 (stereo not given)	-28.1%
COc1ccc(NC(=O)c2cc(C3CCCCN3C(=O)OCCF)on2)c(C)c1 (stereo not given)	-30.9%
CCOC(=O)C1(C)CCCN(C(=O)c2cc(F)ccc2C)C1 (stereo not given)	12.6%
COc1ccc(-c2ccc(CCC(=O)O)n2-c2ccccc2C(F)(F)F)cc1	-42.6%
COc1cc(CN2C[C@@H](CO)O[C@@H](n3cnc4c(Nc5ccccc5)ncnc43)C2)cc(OC)c1OC	-26.6%
CN(C(=O)CSc1nc2ccc(NC(=O)c3cccs3)cc2s1)c1ccccc1	-16.6%
Cc1ccc2nc(-c3ccc(Cl)cc3)c(Cc3ccccn3)n2c1	?
COc1cc(OC)cc(C2=Cc3ccc(OC)cc3C(CC(C)=O)N2c2ccc(-c3cncnc3)cc2)c1 (stereo not given)	-21.9%
Cc1nn2c(=O)cc(COC(=O)c3ccc(F)cc3)nc2s1	3.4%
Cc1ccc(-c2nc3c(C)cc(Br)cn3c2Cc2cccc(F)c2)cc1	0.9%
CCC(CC)c1nn2c(=O)cc(COc3ccc(NC(=O)c4ccc(C)cc4)cc3)nc2s1	5.1%
O=S1(=O)CC(N2CCN(c3ccccn3)CC2)CN1C1CCCCC1 (stereo not given)	7.2%
CC(C)(C)C1CCN2CCCC(c3ccc([N+](=O)[O-])cc3)(C1)C21OCCO1 (stereo not given)	0.0%
CC(N)c1csc(NC(=O)Nc2cccc(C(F)(F)F)c2)n1 (stereo not given)	-43.6%
CCN(CC)/[N+]([O-])=N/OCOC(=O)c1ccccc1OC(C)=O	4.3%
CSc1ccc(CCNC(=O)c2cnn(-c3ccccc3)c2-n2cccc2)cc1	0.0%
CC(C)C[C@H]1CN(CCCC[C@@H]2CNC(=O)C(=O)N2Cc2ccccc2)C(=O)C(=O)N1Cc1ccccc1	-6.4%
C=CCN1[C@@H](Cc2ccccc2)COc2cc(N3CCSCC3)ccc2S1(=O)=O	-25.9%
Oc1ccc(C[C@H]2CN([C@@H](Cc3ccccc3)CN3CCC[C@@H]3CN3C(=S)NC[C@@H]3Cc3ccccc3)C(=S)N2CC2CCCCC2)cc1	-27.8%
COc1cccc(CNCCSc2nnnn2C)c1OCc1ccccc1Cl	-21.4%
COc1ccc(-c2nc(C)c(CCNC(=O)c3cccs3)s2)cc1OC	79.4%
COc1ccccc1C(O)c1ncc(-c2cccc(C(F)(F)F)c2)[nH]1 (stereo not given)	-20.3%
Cn1ccc2c(-c3cccnc3)cc3c(c21)C1CCC3O1 (stereo not given)	4.8%
COc1ccccc1NC(=O)Cn1c(=O)n(CCc2ccccc2)c(=O)c2c3c(sc21)CN(C(C)=O)CC3	-52.0%
COc1ccc(-c2cc(C(F)(F)F)n3nc(C)c(-c4ccccc4)c3n2)cc1OC	6.6%
Cc1csc2nc(-c3cccc(NC(=O)c4ccc(S(N)(=O)=O)cc4)c3)cn12	20.0%
COc1cccc(NC(=O)Cn2c(=O)ccc3cc(S(=O)(=O)N4CCC(C)CC4)ccc32)c1	-25.6%
C[C@@H]1CN([C@H](C)CO)C(=O)CCCn2cc(nn2)CO[C@H]1CN(C)C(=O)C1CCCCC1	5.1%
Cc1cc(C)cc(Cn2cc(CN3CC(N4CCCCC4)CS3(=O)=O)nn2)c1 (stereo not given)	2.6%
CC(=O)Nc1ccc(CN(C)c2c(C)nc3ccc(C(=O)NCCCn4ccnc4)cn23)cc1	43.7%

Compound activity: PubChem, National Center for Advancing Translational Sciences (NCATS)

Only part of the results is shown, so the mix of outcomes need not match the whole.
